# From PubChem
# P. falciparum M17LAP = P. falciparum M17LAP inhibitors, primary screen, biochemical, fluorogenic H-Leu-NHMec substrate, 1536-well (AID 1619); recombinant M17LAP, H-Leu-NHMec fluorogenic kinetic assay; higher % means a stronger effect; Leucine aminopeptidase (Plasmodium falciparum (isolate 3D7)); inhibition, % at 30 µM, or IC50 in µM where a hit was titrated; 0.38% of 220,000 active;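 active = compound inhibiting the enzyme by more than half at any dose during confirmatory dose-response retesting; inconclusive = strong single-dose inhibitors picked by rank but not retested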;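 also: plate controls were full reaction with DMSO carrier for no effect and no enzyme background for full effect; strong numbers were not always called active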
# MT stabilizer = microtubule stabilizers in HeLa cells, primary screen, imaging, high-content imaging | HeLa tubulin immunostaining HCS, 24 h; share of cells brighter than vehicle mean+2SD | 0.83% of 200,000 active | AID 2205, 2009 | % tubulin-high responders, % at 10 µM;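 active = plate Z-score above 3 for both tubulin-high and condensed-nucleus cell shares, with cell loss under 80%, at 10 µM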;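 also: anti alpha tubulin signal scored within the nucleus-defined area of each cell; some results filed as inactive read as strong as hits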
# bCat nuc transl = modulators of beta-catenin nuclear translocation, primary screen, imaging, HeLa cells, immunofluorescence, high-content | nuclear translocation activity, % at 5 µM | AID 1665, 2009 | 0.3% of 190,000 active;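 active = nuclear translocation activity above 50% at 5 µM, with a well cell count of 50 or more; inconclusive = wells under 50 cells across six images, flagged as toxic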;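 also: per-cell ratio of nuclear to cytoplasmic median beta-catenin stain intensity; plate controls were DMSO negative control for no effect and GSK-3 inhibitor IX positive control for full effect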
#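 System: Human HeLa cells, endogenous beta-catenin | Compound dosing: 5 µM primary, 0.02–20 µM confirmation | Timing: 24 h compound exposure at 37°C, 5% CO2 | Measured by: Fluorescence imaging of beta-catenin antibody stain plus DAPI | Read-out basis: % activation of per-cell nuclear versus cytoplasmic median beta-catenin signal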
# Yfh1-off respiration = enhancers of respiration in Yfh1-depleted yeast, dose response, Friedreich's ataxia, plus single-dose screen (AID 1465) | 0.074% of 220,000 active | S. cerevisiae Yfh1-off respiration, WST-1 reduction, 72 h; higher fold induction means a stronger effect | fold induction at 50 µM, or EC50 in µM where a hit was titrated;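 active = fold induction of absorbance versus untreated yeast above a set limit, then at least 30% activation at any dose in follow-up; inconclusive = repeats straddling the limit, or above it without dose testing; inactive = fold induction below the set limit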;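 also: activators that raise dye reduction in frataxin-depleted yeast; strong numbers were not always called active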
# NOD1 inhibition = NOD1 signaling inhibitors, primary screen, cell-based, luminescence, uHTS (AID 1578); 1% of 290,000 active; inhibition, % at 4 µM, or EC50 in µM where a hit was titrated; NOD1-driven NF-kB luciferase reporter cells, luminescence; higher % means a stronger effect; in the data active = inhibition mostly above about 36%, no sharp cut-off; inactive = mostly below about 34%;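 also: HEK-293T reporter cells stimulated with the NOD1 agonist gamma-tri-DAP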
# Dynein transport = inhibitors of GR-EGFP nuclear translocation, primary screen, dynein cargo transport inhibitor project, imaging, high-content, 3617.4 mouse cells | test concentration mostly 20 µM; stimulated with dexamethasone, 1 µM; stronger effect = lower value | z-score, hits read low | 0.47% of 220,000 active | AID 1381, 2008;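 active = plate z-score of nuclear minus cytoplasmic receptor signal below a set negative limit, without overly bright fluorescence or cell loss, cut at about -3.5 in these data, passing the limit was not always enough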;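 also: z-score of nuclear minus cytoplasmic ring GR-EGFP intensity difference per well; some compounds called inactive have numbers as strong as hits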
#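 Buffer or medium: tetracycline-free induction medium containing charcoal-stripped FBS / Reagent: dexamethasone agonist, 1.0 µM final, for 30 min / Technique: automated 10x imaging of fixed Hoechst-stained cells / Times: induction 48 h, compound 1 h, agonist 30 min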
# Autophagy HCS = autophagy modulators in MEF cells, primary screen, imaging, high-content, MEF GFP-LC3 | MEF GFP-LC3 puncta imaging; test concentration mostly 10 µM | calls only at 10 µM (by protocol) | 0.98% of 190,000 active;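 active = percentage of spot-positive cells more than 3 SD above its plate mean, without a fluorescence outlier flag or 80% toxicity; inconclusive = no clear call, values can overlap the other calls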;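 also: spot-positive cell cutoff set from DMSO-treated cells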
# NOD2 inhibition = NOD2 signaling inhibitors, cell-based, luminescence, uHTS, HEK293 (AID 1566) | 0.63% of 290,000 active | HEK293 NOD2/NF-kB luciferase reporter, luminescence; higher % means a stronger effect | inhibition, % at 4 µM; hits with a dose series show EC50 in µM; in the data active = inhibition above about 50%; also: many of its hits are not listed in these tables
# Insulin prom up = insulin promoter activators in MIN6 cells, imaging, high-content screening, mouse beta cells. MIN6 insulin promoter-GFP reporter; stronger effect = higher value. z-score at 5 µM. 0.3% of 190,000 active;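 active = z-score above 3 at 5 µM with at least 500 cells counted in the well; inconclusive = wells under 500 cells, flagged as cytotoxic or low count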
# Dynein transport cytoplasmic EGFP = further read-out of Dynein transport, marked with its call; z-score; measured here: cytoplasmic GR-EGFP intensity; stronger effect = higher value
# Dynein transport nuclear GR-EGFP = also measured in Dynein transport; calls as there; z-score; measured here: nuclear GR-EGFP intensity;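 lower value marks the stronger effect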
# Dynein transport cell count = recorded beside Dynein transport, whose call it bears; z-score; measured here: cell count per field
# Insulin prom up cell count = further read-out of Insulin prom up, marked with its call; cell count; measured here: cytotoxicity, nuclei count;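 total cells summed across four imaged fields per well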
# bCat nuc transl cell count 5 µM = second read-out of bCat nuc transl, no call of its own (marks repeat the call); cell count; measured here: cell count, cytotoxicity flag
# MT stabilizer Hoechst-high % = further read-out of MT stabilizer, marked with its call; % Hoechst-high responders; measured here: nuclear condensation Hoechst responders;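 share of cells brighter than vehicle mean plus two SD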
# MT stabilizer cytotoxicity % = also measured in MT stabilizer; calls as there; toxicity, %; measured here: cytotoxicity by cell density;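 0% = mean cell density of plate MIN control wells and 100% = no cells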
# Autophagy HCS cell loss 18 h = also measured in Autophagy HCS; calls as there; toxicity, %; measured here: cell loss, nuclei count;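 cell loss after 18 h compound exposure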
# * marks the source's active call; other numbers are inactive results; i = inactive; ? = inconclusive; / = not tested or not shown; + = active, no number.
# Below each compound: P. falciparum M17LAP	MT stabilizer	MT stabilizer Hoechst-high %	MT stabilizer cytotoxicity %	bCat nuc transl	bCat nuc transl cell count 5 µM	Yfh1-off respiration	NOD1 inhibition	Dynein transport	Dynein transport cytoplasmic EGFP	Dynein transport nuclear GR-EGFP	Dynein transport cell count	Autophagy HCS	Autophagy HCS cell loss 18 h	NOD2 inhibition	Insulin prom up	Insulin prom up cell count
CCc1ccc(-c2c(C)sc(NC(C)=O)c2C(N)=O)cc1
  41.9%	1.9	1.3	6.9	0.5	1339	i	1.9%	-0.547	-0.207	-0.386	0.932	i	3.4	18.6%	0.58	1540
Cc1nnc(SCC(=O)NCC2CCCCC2)n(N)c1=O
  3.7%	3.1	2.2	7.2	-0.8	1381	i	-6.5%	0.577	-0.223	-0.744	0.564	i	1.5	-20.5%	0.49	1647
Cn1c(SCc2ccccc2)nc(C(F)(F)F)cc1=O
  0.2%	2.4	3.9	11.6	-0.7	1011	i	-6.7%	-0.403	-0.356	-0.193	0.733	i	35.6	13.3%	0.5	1304
O=C(CNC(=O)c1ccco1)NCC(=O)OCc1cccc(C(=O)Oc2ccccc2)c1
  -11.9%	2.3	2.1	1.9	-0.5	960	i	-6.8%	0.516	-0.117	0.143	0.832	i	-0.6	-0.5%	-0.9	1782
COc1ccc(CSc2nc(C)cc(C)c2C#N)cc1
  -8.1%	2.6	2.7	5.8	0.3	1550	i	-20.0%	-0.43	-0.226	-0.828	0.465	i	-16.6	7.5%	0.25	1334
Cc1cc2cc(CNC(=O)c3cccc([N+](=O)[O-])c3)ccc2n1C
  -6.4%	3.1	2.6	9.1	-3.1	560	i	-30.4%	-0.805	-0.23	0.281	0.559	i	-3.6	-3.5%	0.45	1178
COc1cc(C(=O)N(Cc2cccc(Cl)c2)C2CCS(=O)(=O)C2)cc(OC)c1OC (stereo not given)
  -0.7%	1.5	1.3	1.6	-0.4	1110	i	10.6%	-0.164	-0.143	0.0182	0.79	i	-4.8	-2.0%	-0.09	749
Nn1c(-c2ccco2)n[nH]c1=S
  -7.7%	2.2	1.6	7.8	0.0	1158	i	-7.3%	-0.593	-0.226	-0.225	0.527	i	21.7	5.1%	1.66	1306
Cc1cccc2cc(CN(CC3CCCO3)C(=S)NCc3ccco3)c(=O)[nH]c12 (stereo not given)
  -9.2%	0.6	2.8	10.5	0.0	882	i	6.4%	0.203	-0.281	-0.3	0.27	i	-0.4	2.0%	/	/
COC(=O)[C@@H]1C[C@@H]2CC[C@@H](O)C[C@@H]2N1Cc1ccccc1OS(=O)(=O)c1ccc(C)cc1
  5.8%	/	/	/	0.6	1322	i	-4.1%	0.00342	-0.678	-0.0435	-0.806	/	/	-4.4%	0.33	956
Cn1c(CN2CCCCC2)nc2cc(NC(=O)c3ccccc3Cl)ccc21
  4.4%	7.8	3.2	2.1	/	/	i	-0.3%	0.699	0.033	0.167	-1.39	i	-1.8	-1.9%	/	/
Cc1nn(C)c(C)c1C1C(C#N)=C(N)OC2=C1C(=O)CCC2 (stereo not given)
  0.5%	5.6	2.9	5.9	-2.3	583	i	-24.8%	1.45	-0.117	0.541	-1.75	i	8.0	12.4%	0.21	1363
CCCc1nc(-c2cc3ccc(C)cc3[nH]c2=O)no1
  -5.3%	1.5	0.5	34.9	4.9	404	i	-5.8%	-0.125	-0.23	-0.0325	1.17	i	4.9	18.6%	/	/
Cc1ccc(NC(=O)N(Cc2ccc3c(c2)OCO3)Cc2cc3cc4c(cc3[nH]c2=O)OCCO4)cc1
  2.2%	1.9	1.5	12.3	-4.0	1044	?	-18.9%	-0.211	-0.199	0.09	0.0177	+	40.4*	-12.1%	-5.39	957
CCc1ccc(NC(=O)N(CCCN2CCOCC2)C(C)c2cc3cccc(OC)c3o2)cc1 (stereo not given)
  -0.2%	4.2	1.7	6.2	0.5	712	i	5.0%	1.37	-0.194	1.37	-1.48	i	-1.1	25.0%	-0.88	745
COc1ccc(CCn2nnnc2C(c2ccc(C)cc2)N2CCN(C)CC2)cc1OC (stereo not given)
  5.4%	1.6	1.3	5.0	-5.6	953	i	-6.7%	-0.423	-0.207	-0.334	0.588	i	1.1	4.0%	-0.26	892
CCOC(=O)c1c(-c2ccc(F)cc2)csc1/N=C/N(C)C
  14.9%	5.0	2.4	11.5	-2.4	866	i	-43.8%	-0.451	-0.203	-0.457	0.721	i	12.8	20.2%	-1	1345
Cc1ccc(N(CC(=O)NCc2ccncc2)S(C)(=O)=O)cc1
  5.4%	3.8	2.0	5.0	0.8	1065	i	-18.1%	-0.549	-0.234	-0.513	1.17	i	-3.0	4.3%	/	/
C=C(C)C(=O)Nc1cccc(C2=NOC3(C2)C[C@H](C(N)=O)N(C(=O)c2ccccc2C(=O)c2ccccc2)C3)c1 (stereo not given in full)
  7.1%	/	/	/	-2.1	1045	i	-6.3%	-0.133	-0.752	-0.0126	-0.182	/	/	-6.3%	1.33	593
Cc1cc(S(=O)(=O)Nc2cccc(O)c2)c(C)s1
  14.6µM*	5.1	2.3	10.1	-2.5	838	i	16.4%	0.0272	-0.369	0.349	0.323	i	-47.8	-10.0%	1.12	1123
Cc1sc2ncnc(SCC(=O)N(C(C)C)C(C)C)c2c1C
  -1.0%	3.4	1.8	10.0	-0.8	1456	i	4.2%	-0.819	-0.231	-0.64	1.18	i	12.3	15.1%	0.11	1488
COC(=O)c1sc(NC(=O)COc2ccc(C)cc2)nc1C
  -3.4%	2.2	1.3	10.4	/	/	i	-5.3%	3	0.441	1.81	-1.91	i	9.7	-9.3%	-0.1	951
CON/C=C(\C=Nc1ccc(Cl)cc1Cl)c1ncc(C(F)(F)F)cc1Cl
  6.0%	1.5	2.1	4.9	-0.1	1106	i	-12.8%	-0.733	-0.369	-0.238	0.159	i	27.1	10.7%	-0.93	1864
O=C(N/N=C1\CCc2ccccc21)c1ccncc1
  5.2%	1.6	3.0	8.8	-0.3	573	i	-70.3%	-0.761	-0.279	-0.583	0.375	i	-2.0	-89.5%	-0.24	1293
CC(C)c1ccccc1NC(=O)Cn1c(-c2ccccc2Cl)nc2ccccc21
  -3.5%	5.6	3.1	1.9	-1.5	487	i	35.1%	0.262	-0.247	-0.109	-0.732	i	14.5	-8.5%	0.11	1364
CS(=O)(=O)Nc1ccc(C(=O)NCCSCc2ccco2)cc1
  6.9%	3.0	1.5	4.1	-1.3	1109	i	-26.4%	-0.629	-0.231	-0.261	0.407	i	0.7	7.2%	-0.21	1958
CCCCC1=NC2(CCCC2)C(=O)N1Cc1ccc(-c2ccccc2-c2nn[nH]n2)cc1
  -4.0%	/	/	/	-2.0	1128	i	0.8%	/	/	/	/	/	/	24.3%	-0.65	1526
Cn1c(=NC(=O)c2cnccn2)sc2ccccc21
  -2.5%	1.1	1.6	4.6	1.8	1207	i	-20.5%	-0.667	-0.206	-0.154	0.609	i	-5.4	-66.0%	-0.57	961
CCN1CCN(S(=O)(=O)c2ccc(OC)c(Br)c2)CC1
  -11.6%	3.0	2.6	9.1	-0.9	1038	i	-20.5%	0.71	-0.276	0.657	0.849	i	-0.9	-0.1%	0.18	1341
C#CCn1c(S(=O)(=O)Cc2ccc(F)cc2)nc(-c2ccccc2)c1-c1ccccc1
  2.6%	1.8	1.2	6.5	-0.2	1019	i	-14.3%	-0.147	-0.115	0.283	-0.774	i	-29.9	-16.7%	-1.42	1719
COc1ccc(-c2csc(NC3OC(=O)c4ccccc43)n2)cc1 (stereo not given)
  1.6%	/	/	/	0.9	1292	i	6.7%	-1.09	-0.0144	0.107	0.0482	/	/	14.6%	/	/
CCCCN(CC(=O)NCCOC)C(=O)Cn1nnc2ccccc21
  11.5%	4.0	2.0	4.1	0.7	1089	i	-0.9%	-0.52	-0.319	-0.193	0.729	i	-34.8	1.7%	-0.07	1316
CC(=O)Nc1ccc(/C(C)=N/NC(=O)c2ccccc2Cl)cc1
  -7.8%	2.2	2.9	4.0	-1.7	982	i	-24.5%	0.285	-0.199	0.573	-1.27	i	-7.9	9.7%	0.25	1385
COc1ccc2c(c1)CCN=C2Cc1ccc(OC)c(OC)c1
  -27.0%	3.3	2.3	6.9	-1.1	1019	i	-6.4%	-1.94	-0.0787	-0.668	-0.289	i	9.8	5.6%	-0.75	1276
COC(=O)C(C)Sc1snnc1-c1ccccc1 (stereo not given)
  5.8%	1.1	0.4	2.0	2.8	1004	i	13.5%	-0.651	0.544	-0.0233	-0.149	i	-5.9	9.0%	/	/
Brc1ccc(Oc2nnnn2-c2ccccc2)cc1
  6.8%	3.6	3.3	7.0	/	/	i	-8.4%	-0.521	-0.212	-0.129	0.61	i	-1.6	11.8%	0.19	940
COC(=O)c1ccc(COC(=O)CNC(=O)CNC(=O)c2ccc(C)cc2)cc1
  -3.5%	3.6	1.3	4.9	-1.7	1070	i	-20.6%	0.741	0.263	0.746	-0.611	i	14.6	-5.1%	0.04	1487
Cc1c(-n2c(SC(C)C(=O)NC(N)=O)nc3ccccc3c2=O)c(=O)n(-c2ccccc2)n1C (stereo not given)
  -1.0%	4.0	2.7	5.2	0.3	1044	i	-41.0%	-0.558	-0.313	0.211	-0.247	i	7.2	1.4%	-0.35	1263

# The list is partial; rates above refer to the full screens.
